From PubChem BioAssay
IDE act: human IDE activators in live cells, primary screen, fluorescence polarization, HEK cells, FAbeta-B substrate; Insulin-degrading enzyme (Homo sapiens), P14735; 0.073% of 340,000 active; activation, % at 5.96 µM; FAbeta-B cleavage; 0% vehicle, 100% cell-free pure enzyme wells;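 active means activation above the mean of all tested compounds plus 3 SD, set per screening campaign, cut at about 17% in these data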
Target sequence (P14735 whole entry, looked up): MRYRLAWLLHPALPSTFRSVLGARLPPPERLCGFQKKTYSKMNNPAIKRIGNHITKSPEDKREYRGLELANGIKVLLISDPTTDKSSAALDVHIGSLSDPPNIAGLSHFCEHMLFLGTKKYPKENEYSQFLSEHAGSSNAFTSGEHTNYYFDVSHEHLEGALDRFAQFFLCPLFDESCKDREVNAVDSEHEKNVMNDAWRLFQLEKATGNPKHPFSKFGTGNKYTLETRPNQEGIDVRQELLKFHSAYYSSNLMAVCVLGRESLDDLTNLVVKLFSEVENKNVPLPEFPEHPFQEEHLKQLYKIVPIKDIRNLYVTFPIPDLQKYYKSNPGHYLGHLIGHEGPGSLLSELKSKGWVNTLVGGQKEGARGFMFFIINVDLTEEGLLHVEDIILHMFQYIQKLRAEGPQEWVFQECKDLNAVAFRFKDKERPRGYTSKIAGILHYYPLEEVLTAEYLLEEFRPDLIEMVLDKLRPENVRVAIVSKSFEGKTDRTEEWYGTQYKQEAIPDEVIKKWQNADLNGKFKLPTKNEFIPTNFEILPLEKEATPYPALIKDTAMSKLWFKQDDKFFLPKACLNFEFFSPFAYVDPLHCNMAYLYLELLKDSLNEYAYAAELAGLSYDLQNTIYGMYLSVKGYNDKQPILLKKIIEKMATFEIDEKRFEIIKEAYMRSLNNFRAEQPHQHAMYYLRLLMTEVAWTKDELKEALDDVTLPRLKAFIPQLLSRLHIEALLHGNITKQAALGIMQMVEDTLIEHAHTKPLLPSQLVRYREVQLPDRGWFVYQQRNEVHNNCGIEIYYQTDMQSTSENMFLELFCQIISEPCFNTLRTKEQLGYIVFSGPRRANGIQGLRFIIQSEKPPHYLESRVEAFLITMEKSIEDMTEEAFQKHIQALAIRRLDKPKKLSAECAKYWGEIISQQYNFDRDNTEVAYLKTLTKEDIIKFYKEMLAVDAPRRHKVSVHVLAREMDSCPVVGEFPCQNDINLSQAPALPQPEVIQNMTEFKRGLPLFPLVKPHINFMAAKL
An asterisk follows results filed as active.

IDE act | compound
-2 | COc1ccc2c(COC(=O)CNS(=O)(=O)c3ccc(C)c(C)c3)cc(=O)oc2c1
-3 | O=C(C[C@H]1C/C=C\C[C@@H](Cc2ccc(F)cc2)C(=O)OC[C@H]2CCCN2C1=O)N[C@@H](CO)Cc1ccccc1
7 | COc1ccc2nc(NN=C(C)c3ccccn3)cc(C)c2c1
-3 | CCN(CC(=O)Nc1ccc2c(c1)OCCO2)C(=O)CN1C(=O)NC(C)(c2ccc(C)cc2)C1=O (configuration not stated)
-4 | CC(=O)OC1CCC2(C)C(CCC3C2CC(=NO)C2(C)C(C(C)OC(C)=O)CCC32)C1 (configuration not stated)
1 | Cn1c(=O)c2c(nc(Cl)n2CC(=O)NC2(C#N)CCCCC2)n(C)c1=O
-4 | O=C1[C@H]2[C@@H](c3ccc(Cl)cc3)N3C(=O)N(c4cccc(F)c4)C(=O)[C@@]3(Cc3ccccc3)[C@H]2C(=O)N1C1CCCCC1
5 | O=C(Nc1ccc(Cl)c(S(=O)(=O)N2CCOCC2)c1)c1cc2ccccc2oc1=O
0 | CC(NC(=O)c1ccco1)c1ccc(-n2ccnc2)cc1 (configuration not stated)
-5 | Cc1ccc(C(=O)C(C)OC(=O)Cc2n[nH]c(=O)c3ccccc23)cc1 (configuration not stated)
5 | CCOc1cc(N2CCOCC2)c(OCC)cc1NC(=O)CN1C(=O)NC(CC)(c2ccc(F)cc2)C1=O (configuration not stated)
5 | Cc1cc(CNC(=O)COC(=O)C2CC3CCCC(C2)C3=O)cc(C)c1O (configuration not stated)
7 | Cc1ccc(C(=O)NCC(=O)N2CCCN(S(=O)(=O)c3ccc(C)cc3)CC2)cc1
5 | Cc1cnc(C(=O)OCC(=O)NCc2ccc(Cl)cc2)cn1
-1 | O=C(Nc1cccc2cccnc12)c1ccccc1Br
2 | Cc1ccc(-c2nnc(SCC(=O)NCCN3C(=O)CSC3=O)n2C)cc1
2 | CCN(CC)CCCn1c2c(c(SCC(=O)Nc3ccc(C)c(F)c3)nc1=O)CCC2
5 | CCOc1ccc(N2CC(NS(=O)(=O)c3cccs3)CC2=O)cc1 (configuration not stated)
3 | Nc1cc(Nc2ccccc2)ccn1
3 | O=C(O)c1cccc(Sc2ccc(Br)cc2C(=O)O)c1
-2 | COc1cc2c(cc1OC)C(=Cc1ccc(N(C)C)cc1)C=C2
2 | COc1ccc(C(=O)c2ccccc2C(=O)c2ccccc2)cc1
4 | C[C@H](CO)N1C[C@H](C)[C@@H](CN(C)C(=O)Nc2ccc(C(F)(F)F)cc2)Oc2c(cccc2N(C)C)C1=O
-4 | CC(=O)NC(c1cc(Cl)c2ccccc2c1O)C(C)C (configuration not stated)
2 | O=C(NCC(c1cccs1)N1CCOCC1)c1cn(-c2ccccc2)nc1-c1ccc(F)cc1 (configuration not stated)

IDE act | compound
-3 | CCc1noc(C)c1C(=O)OCC(=O)Nc1ccccc1SC
6 | COCCN1CCN(c2c(C)c(C)nc3cc(-c4cccc(OC)c4)nn23)CC1
-5 | COc1cc(C(=O)NC(C)C2CC3CCC2C3)ccc1OC(F)F (configuration not stated)
-2 | CCOc1ccc(NC(=O)CN(C)Cc2ccc3c(c2)OCO3)cc1S(=O)(=O)N1CCCC1
-4 | CC(C)CN(C(=O)COC(=O)CNC(=O)c1sc2ccccc2c1Cl)C1CCS(=O)(=O)C1 (configuration not stated)
-1 | COc1ccc(/C=C/C(=O)N(C)C2CCS(=O)(=O)C2)cc1 (configuration not stated)
-1 | O=C(COC(=O)/C=C/c1ccc(F)cc1)NC1CC1
-2 | Cc1c(NC(=O)c2nn(CC(C)C)c(=O)c3ccccc23)c(=O)n(-c2ccccc2)n1C
4 | COc1ccc2ccc(OCC(=O)Nc3cc(C)on3)cc2c1
-1 | Cc1cccc(C(=O)NCC(=O)OCc2cc(=O)n3ccsc3n2)c1
-8 | Nc1nc(=S)ss1
7 | CC[C@]12c3[nH]c4cc(CCC(=O)N(C)C)ccc4c3CCN1C(=O)[C@@H](CC(=O)NCCN1CCOCC1)C[C@@H]2C(=O)N1CCN(C(=O)c2ccco2)CC1
1 | O=C(NCC(c1ccco1)N1CCCC1)c1cc(=O)[nH]c2ccccc12 (configuration not stated)
4 | O=C(OCCN1C(=O)c2ccccc2C1=O)[C@@H]1CC(O)CN1S(=O)(=O)c1ccccc1[N+](=O)[O-] (some centres not stated)
6 | COc1ccc(N2CCN(S(=O)(=O)CCNC(=O)COc3ccccc3)CC2)cc1
2 | O=C(c1ccc(S(=O)(=O)Nc2ccccc2)cc1)N1CCCC1
2 | O=C(COC(=O)CSc1ccc([N+](=O)[O-])cc1)NCCc1ccccc1
1 | COc1ccc(CNC(=O)C(C)N2CCN(S(=O)(=O)c3ccccc3F)CC2)cc1 (configuration not stated)
0 | O=C1OCCN1N=Cc1ccco1
0 | Cc1ccc(C(=O)NNC(=O)c2ccncc2)cc1S(=O)(=O)N1CCOCC1
2 | COCC(Cc1ccccc1)NC(=O)Cn1cc(C)c(=O)[nH]c1=O (configuration not stated)
5 | O=C1N(c2ccccc2C(F)(F)F)O[C@@]1(c1ccccc1)C1CCCC1
0 | CCC(C)Sc1ccc(-c2nc3ccc(C)cn3c2NC2CCCCC2)cc1 (configuration not stated)
3 | Cc1ccc(N(Cc2ccccc2)C(=O)c2cc(S(=O)(=O)N3CCOCC3)ccc2C)cc1
2 | Cc1csc2nc(O)c(C(=O)NC3CCCCCC3)c(=O)n12

Of the compounds above, 12 have four or more nitrogen atoms:
IDE act | compound
7 | COc1ccc2nc(NN=C(C)c3ccccn3)cc(C)c2c1
-3 | CCN(CC(=O)Nc1ccc2c(c1)OCCO2)C(=O)CN1C(=O)NC(C)(c2ccc(C)cc2)C1=O (configuration not stated)
1 | Cn1c(=O)c2c(nc(Cl)n2CC(=O)NC2(C#N)CCCCC2)n(C)c1=O
5 | CCOc1cc(N2CCOCC2)c(OCC)cc1NC(=O)CN1C(=O)NC(CC)(c2ccc(F)cc2)C1=O (configuration not stated)
2 | Cc1ccc(-c2nnc(SCC(=O)NCCN3C(=O)CSC3=O)n2C)cc1
2 | CCN(CC)CCCn1c2c(c(SCC(=O)Nc3ccc(C)c(F)c3)nc1=O)CCC2
4 | C[C@H](CO)N1C[C@H](C)[C@@H](CN(C)C(=O)Nc2ccc(C(F)(F)F)cc2)Oc2c(cccc2N(C)C)C1=O
2 | O=C(NCC(c1cccs1)N1CCOCC1)c1cn(-c2ccccc2)nc1-c1ccc(F)cc1 (configuration not stated)
6 | COCCN1CCN(c2c(C)c(C)nc3cc(-c4cccc(OC)c4)nn23)CC1
-2 | Cc1c(NC(=O)c2nn(CC(C)C)c(=O)c3ccccc23)c(=O)n(-c2ccccc2)n1C
7 | CC[C@]12c3[nH]c4cc(CCC(=O)N(C)C)ccc4c3CCN1C(=O)[C@@H](CC(=O)NCCN1CCOCC1)C[C@@H]2C(=O)N1CCN(C(=O)c2ccco2)CC1
0 | Cc1ccc(C(=O)NNC(=O)c2ccncc2)cc1S(=O)(=O)N1CCOCC1

Continued:
IDE act | compound
2 | O=C(CNC(=O)c1ccc(Br)o1)NNC(=O)c1n[nH]c(=O)c2ccccc12
2 | CC(OC(=O)c1ccco1)C(=O)Nc1nc(-c2ccccc2)cs1 (configuration not stated)
7 | CCOC(=O)C1=C(COC(=O)COc2ccc(Br)cc2)NC(=O)NC1C (configuration not stated)
-1 | CC(=O)c1ccc(NC(=O)C2CCCN2S(=O)(=O)c2cccs2)cc1 (configuration not stated)
39* | C[n+]1c2cc(N)ccc2cc2ccc(N)cc21
1 | CCOc1ccccc1N1CC(C(=O)Nc2ccccc2N2CCCC2)CC1=O (configuration not stated)
2 | Cc1nn(-c2ccccc2)c(C)c1NC(=O)COC(=O)c1cccc(OC(F)F)c1
4 | COc1ccccc1C(=O)OCC(=O)NC(=O)NC1CCCCC1
8 | Cc1nc2ccc(NS(=O)(=O)c3cccc([N+](=O)[O-])c3)cc2s1
5 | O=c1onc(-c2ccccc2Cl)n1-c1ccccc1Cl
4 | CC(C)c1ccc(CN2CCN(S(=O)(=O)c3ccc(Cl)s3)CC2)cc1
1 | COc1ccc(C(CNC(=O)COc2cc(C)ccc2Cl)N2CCCCC2)cc1 (configuration not stated)
2 | Cc1ccc(C)c(OCC(=O)N(C)CC(=O)Nc2ccc(Cl)c(C(F)(F)F)c2)c1
1 | CC(OC(=O)Cc1c[nH]c2ccccc12)C(=O)N(C)c1ccccc1 (configuration not stated)
-1 | CN(CC(=O)Nc1cccc(F)c1)C(=O)c1cccc(-n2cccc2)c1
-4 | CCCOc1ccc(C(=O)CCC(=O)OCC(=O)Nc2cccc(S(N)(=O)=O)c2)cc1
-7 | CCCCOC(=O)C1=C(C)NC(=O)NC1c1ccc2c(c1)OCO2 (configuration not stated)
7 | CC(C)(Oc1ccc(Cl)cc1)C(=O)Nc1c2c(nn1C(C)(C)C)CS(=O)(=O)C2
-4 | CCOc1ccc(CCNC(=O)c2ccc(Cl)c(S(=O)(=O)N3CCOCC3)c2)cc1OCC
6 | O=C(CN1CCN(S(=O)(=O)c2cc(Br)ccc2Br)CC1)NCc1ccccc1Cl
4 | COc1ccc(S(=O)(=O)N2CCCCCC2)cc1C(=O)N(C)Cc1ccc(F)cc1
0 | COc1ccc(S(N)(=O)=O)cc1C(=O)OCCCC(=O)c1ccccc1
3 | Cc1ccc(N2CC(NS(=O)(=O)c3cc(F)ccc3F)CC2=O)cc1C (configuration not stated)
-2 | CC1CN(C2CCCCC2)C(=S)N(c2ccccc2)C1=O (configuration not stated)
0 | CCCCn1c(N)c(N(CCOC)C(=O)c2ccc(C)c(S(=O)(=O)N3CCOCC3)c2)c(=O)[nH]c1=O

IDE act | compound
5 | O=C(Cc1ccc(Cl)cc1)c1ccccc1
-2 | COCc1cc(=O)c2ccccc2o1
-1 | CCCCn1c(N)c(N(CCOC)C(=O)COc2ccc(OCC)cc2)c(=O)[nH]c1=O
5 | Cc1ccsc1CN(C)CC(=O)NCC(=O)Nc1ccc(F)cc1
2 | CC(C)(C)OC(=O)N1O[C@H]2CC1[C@@H]1[C@@H]2N=NN1CCc1ccncc1
7 | C[C@H]1CN(S(=O)C(C)(C)C)[C@H](CCO)/C1=C\c1ccccc1 (some centres not stated)
2 | COc1ccc(NC(C)=O)cc1NC(=O)C1CCN(C(=O)Nc2ccccc2)CC1
1 | CC(=O)NC12CC3CC(C1)CC(C(=O)OCC(=O)Nc1c(F)cccc1F)(C3)C2
2 | CCCCn1c(N)c(N(CC(C)C)C(=O)CCCc2nc3ccccc3c(=O)[nH]2)c(=O)[nH]c1=O
-3 | COc1cc(S(=O)(=O)N2CCn3cccc3C2C)ccc1NC(C)=O (configuration not stated)
0 | CCCCn1c(N)c(N(CC(C)C)C(=O)COC(=O)c2ccccc2NCCO)c(=O)[nH]c1=O
6 | Cc1ccc(F)cc1NS(=O)(=O)c1ccc(Cl)s1
2 | CC1CCCC(NC(=O)NC(=O)COC(=O)C2=NN(c3ccccc3)C(=O)CC2)C1C (configuration not stated)
-4 | O=C(CNS(=O)(=O)c1c(F)cccc1F)NC1CCCc2ccccc21 (configuration not stated)
1 | CC(Oc1ccc(Br)cc1)C(=O)NCC(c1cccs1)N1CCOCC1 (configuration not stated)
7 | COc1ccc(S(=O)(=O)N2CCOCC2)cc1C(=O)N(C)Cc1ccco1
-6 | CC1O[C@@H](O[C@H](C)CC/C=C/C(=O)O)C(O)C[C@H]1O (some centres not stated)
4 | CCN1CCN(S(=O)(=O)c2ccc(Cl)c(C(=O)Nc3ccccc3N3CCOCC3)c2)CC1
2 | COc1cccc(NC(=O)C2CCCC2)c1
6 | C=CCOC(Cn1ccnc1)c1ccc(Cl)cc1Cl (configuration not stated)
4 | COc1ccc(-c2ccc3c(c2)C2CC3CCN2Cc2ccc(OC(F)(F)F)cc2)cc1 (configuration not stated)
2 | CC1CC(C)(C)CC2(C1)NC(=O)N(CC(=O)NCc1ccccc1F)C2=O (configuration not stated)
2 | Cc1ccccc1C(=O)N1CCC(C(=O)Nc2nc3ccc(F)cc3s2)CC1
3 | CC(OC(=O)CCN=C1NS(=O)(=O)c2ccccc21)C(=O)Nc1ccc(N(C)C)cc1 (configuration not stated)
-3 | Cc1ccccc1Nc1nnc(SCC(=O)c2c(N)n(C3CC3)c(=O)[nH]c2=O)s1

Fetched by compound from above:
IDE act | compound
6 | Cc1ccc(F)cc1NS(=O)(=O)c1ccc(Cl)s1
2 | CC1CCCC(NC(=O)NC(=O)COC(=O)C2=NN(c3ccccc3)C(=O)CC2)C1C (configuration not stated)
7 | C[C@H]1CN(S(=O)C(C)(C)C)[C@H](CCO)/C1=C\c1ccccc1 (some centres not stated)
-4 | O=C(CNS(=O)(=O)c1c(F)cccc1F)NC1CCCc2ccccc21 (configuration not stated)

(continued)
IDE act | compound
-2 | CC(=O)C[C@H](O)CC(=O)[C@H]1OC(=O)[C@H](C)CCCCc2ccccc21
0 | CCN(CC(=O)Nc1c(F)cccc1F)C(=O)CN1C(=O)c2ccccc2C1=O
3 | CC(=O)Nc1ccc(S(=O)(=O)N(C)CC(=O)OCC(=O)NCc2ccco2)cc1
1 | O=C(NNC(=O)c1cc(Cl)nc2ccccc12)c1ccccc1F
-1 | CCN1CCN(S(=O)(=O)c2ccc(Cl)c(C(=O)Nc3ccccc3N3CCCCC3)c2)CC1
6 | Cc1ccc(CSCC(=O)Nc2ccc(N3CCOCC3)cc2N2CCOCC2)cc1
-5 | CCC1CCCCN1C(=O)CSc1n[nH]c(N)n1 (configuration not stated)
-2 | C[C@H](O)[C@@H]1C(=O)N2CCc3ccc(-c4cccc(F)c4)cc3[C@@H]2C[C@@H]1N(C)C(=O)C(C)(C)C
3 | O=C(c1cc2ccccc2[nH]1)N1O[C@@H]2C=C[C@H]1C2
3 | CCOc1ccc(OCCC(=O)OCC(=O)Nc2cc(S(=O)(=O)N3CCOCC3)ccc2OC)cc1
-1 | O=C1CCCN1c1ccc(C(=O)N(Cc2nnc(-c3ccc(Cl)cc3)o2)C2CC2)cc1
4 | Cn1cnc2nc[nH]c2c1=O
0 | CC(=O)Nc1ccc(NC(=O)C2CC(=O)N(Cc3ccco3)C2)cc1 (configuration not stated)
7 | O=C(COC(=O)c1cc([N+](=O)[O-])ccc1N1CCOCC1)Nc1c(Cl)cccc1Cl
-1 | CN(C)C1=NC[C@H](Cc2ccccc2)N1CCCC1CCCC1
1 | O=C(CC(=O)N1CCOCC1)N1CCOCC1

Not all compounds are listed; count on the stated rates, not on these rows.
